KCNH2 3.1 block – inhibitors of human KCNH2 3.1 potassium channel isoform; actives 0.95% (n = 340,000); U2OS KCNH2 3.1, thallium flux FluxOr; hits give low values; activity change, % (tested at about 1.8 µM); AID 720553;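 active = maximum activity change below -70%; inconclusive = maximum activity change from -70% to -50%; inactive = maximum activity change above -50%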;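 note: thallium influx rate constant from kinetic fluorescence after stimulation buffer; % is set by controls: 0 for no effect and ±100 for the full control effect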
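We transduce U2OS cells with the mutant 3.1 virus, culture them overnight, load FluxOr with Red40 quencher for 45 min, then add stimulation buffer and read kinetically for 2 min to derive a normalized rate constant.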
PKM2 activator – increases activity of human pyruvate kinase M2 | Potency, µM (top dose mostly 57.5 µM), inactives show at the highest dose activation, hits mostly activators | purified PKM2, Kinase-Glo ATP luminescence, activation; response scale: 0% is enzyme alone, no compound | actives 0.34% (n = 260,000) | P14618; note: potency is the fitted concentration of half-maximal effect; % is set by controls: 0 for no effect and ±100 for the full control effect; nearly all actives have a fitted effect of over 55% in size
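Purified hPK-M2 (>95% pure) converted ADP (0.1 mM final) to ATP with 0.5 mM PEP in 50 mM imidazole pH7.2, KCl, MgCl2, Tween 20, BSA; 1 h at room temperature. ATP detected by Kinase-Glo luminescence.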
MBNL1-CUG inh – inhibitors of human MBNL1 binding to CUG repeat RNA | Q9NR56 | actives 0.036% (n = 280,000) | Potency, µM (titrated, usually from 57.5 µM), inactives show top-dose activity change, negative = inhibition, actives largely listed as inhibitors | TR-FRET MBNL1-His/biotin-(CUG)12 binding, 665/545 ratio; active = well fitted inhibition curve with a large enough effect in the signal ratio, with a control signal flat, not every such curve was filed as active; inconclusive = small, poorly fitted or top-dose-only effect, or effect the other way, or a change in a side signal; inactive = no such curve, though single readings can be large or run the other way; the % refers to the signal ratio; note: potency is the fitted concentration of half-maximal effect; % is set by controls: 0 for no effect and ±100 for the full control effect
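MBNL1-His + Biotin-(CUG)12, cpd titration 92 nM–58 uM; Tb anti-His Ab 0.055 ng/ul, SA-XL665 5 nM (final); 60 min RT; ratiometric 665/545 nm, Ex 340 nm; normalized to buffer and full-complex controls.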
Rab9 promoter act – activates the Rab9 promoter; Huh7 Rab9 promoter-luciferase reporter, luminescence, 24 h; Potency, µM (series often up to 9.22 µM), inactives show top-dose activation, negative = inhibition, most hits filed as activators; actives 2.8% (n = 320,000); AID 485297; note: potency is the fitted concentration of half-maximal effect; % of control where 0% means no effect; nearly all actives have a fitted effect of over 60% in size
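Luciferase signal after 10 min detection reagent at ambient indicates Rab9 promoter upregulation; stably transfected Huh7 cells were treated 24 h with compound in DMSO at 37 °C, 5% CO2.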
FLuc modulator – inhibits or activates purified firefly luciferase, miR-21 counter-screen; purified FLuc, Km substrates, luminescence inhibition; Potency, µM (top dose mostly 57.5 µM), for inactives: at the top dose activity change, negative = inhibition, actives largely listed as inhibitors; actives 6.9% (n = 360,000); P08659;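 note: potency is the fitted concentration of half-maximal effect; plate controls were vehicle for no effect and reference inhibitor for full effect; nearly all actives have a fitted effect of over 55% in size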
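Purified P. pyralis luciferase (10nM final) with 10uM D-luciferin and 10uM ATP (Km levels) in 50mM Tris acetate pH 7.5, 10mM Mg acetate, 0.01% Tween-20, 0.05% BSA; qHTS 6-point titration, ~60 µM downward; luminescence read.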
ELG1 DNA repair – ELG1-dependent DNA repair inhibition | HEK293T ELG1-luciferase reporter, luminescence, 16 h; DNA damage induced by 5-fluorouridine | Potency, µM (highest dose often 46.1 µM), for inactives: at the highest dose activity change, negative = inhibition, hits mostly inhibitors | actives 2.3% (n = 330,000); note: potency is the fitted concentration of half-maximal effect; % is set by controls: 0 for no effect and ±100 for the full control effect; nearly all actives have a fitted effect of over 55% in size
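Luminescence from the luciferase reporter, measured 30 min after ONE-Glo reagent at room temperature, was the read-out. Beforehand, 2,000 cells per well were exposed for 16 hr at 37 °C to 5-fluorouridine together with compound or vehicle.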
NPC1 prom act – activators of NPC1 promoter; AID 485313; actives 2.4% (n = 320,000); Huh7 NPC1 promoter luciferase reporter, 24 h; Potency, µM (series often up to 9.22 µM), without a hit: at the highest dose activation, most hits filed as activators;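 note: potency is the fitted concentration of half-maximal effect; % of control where 0% means no effect; nearly all actives have a fitted effect of over 60% in size; reporter is driven by a mutant NPC1 promoter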
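Huh7 cells stably carrying NPC1 promoter–luciferase, plated in Opti-MEM with 10% FBS for 2 h, were exposed to compound in DMSO for 24 h at 37 °C; luciferase reagent was added for 10 min and luminescence read.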
Gal4-VP16 FLuc – Gal4-VP16 reporter inhibition counter-screen | Drosophila S2 Gal4-VP16 UAS-luciferase, luminescence, 20 h | Potency, µM (titrated, usually from 53.6 µM), inactives show at the top dose activity, negative = inhibition, most hits filed as inhibitors | actives 3.5% (n = 310,000);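 note: Gal4-VP16 expression switched on by copper sulfate through the metallothionein promoter; potency is the fitted concentration of half-maximal effect; % is set by controls: 0 for no effect and ±100 for the full control effect; nearly all actives have a fitted effect of over 50% in size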
Menin-MLL TR inh – inhibitors of human menin-MLL interaction, mutant MLL peptide; O00255; Menin + Texas Red MLL mutant peptide, fluorescence polarization; Potency, µM (top dose mostly 61.6 µM), for inactives: top-dose FP activity change, negative = inhibition, actives largely listed as inhibitors; actives 0.23% (n = 270,000); AID 1768; active = well fitted inhibition curve with a large enough effect in the polarisation, with a control signal flat, not every such curve was filed as active; inconclusive = small, poorly fitted or top-dose-only effect, or effect the other way, or a change in a side signal; inactive = no such curve, though single readings can be large or run the other way; the % refers to the polarisation; note: potency is the fitted concentration of half-maximal effect; % of control where 0% means no effect; many of its hits are not listed in these tables
Target sequence (O00255 whole entry, looked up): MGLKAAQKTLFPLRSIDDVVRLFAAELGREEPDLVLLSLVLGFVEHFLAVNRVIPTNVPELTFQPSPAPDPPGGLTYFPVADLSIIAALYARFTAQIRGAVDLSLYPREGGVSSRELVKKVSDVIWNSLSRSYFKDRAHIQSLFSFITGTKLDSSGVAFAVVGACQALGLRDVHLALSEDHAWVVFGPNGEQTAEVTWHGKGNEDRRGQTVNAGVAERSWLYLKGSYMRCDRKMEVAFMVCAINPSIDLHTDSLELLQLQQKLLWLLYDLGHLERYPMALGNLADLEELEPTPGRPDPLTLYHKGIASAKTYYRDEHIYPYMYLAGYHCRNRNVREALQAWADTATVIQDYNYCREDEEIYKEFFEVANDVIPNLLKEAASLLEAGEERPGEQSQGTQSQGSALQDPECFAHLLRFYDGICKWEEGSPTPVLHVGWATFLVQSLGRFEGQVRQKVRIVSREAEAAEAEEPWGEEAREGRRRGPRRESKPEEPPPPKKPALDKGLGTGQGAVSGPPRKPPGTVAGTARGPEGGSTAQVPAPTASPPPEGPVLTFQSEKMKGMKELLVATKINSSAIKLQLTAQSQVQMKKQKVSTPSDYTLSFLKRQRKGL
RORgamma inh – inhibitors of mouse ROR gamma transcriptional activity; Drosophila S2 Gal4-RORgamma UAS-luciferase reporter, 20 h; actives 5.4% (n = 310,000); Potency, µM (series often up to 53.6 µM), for inactives: top-dose activity change, negative = inhibition, actives largely listed as inhibitors; note: potency is the fitted concentration of half-maximal effect; % is set by controls: 0 for no effect and ±100 for the full control effect; nearly all actives have a fitted effect of over 60% in size
Target sequence (P51450 whole entry, looked up, the tested form may be a part): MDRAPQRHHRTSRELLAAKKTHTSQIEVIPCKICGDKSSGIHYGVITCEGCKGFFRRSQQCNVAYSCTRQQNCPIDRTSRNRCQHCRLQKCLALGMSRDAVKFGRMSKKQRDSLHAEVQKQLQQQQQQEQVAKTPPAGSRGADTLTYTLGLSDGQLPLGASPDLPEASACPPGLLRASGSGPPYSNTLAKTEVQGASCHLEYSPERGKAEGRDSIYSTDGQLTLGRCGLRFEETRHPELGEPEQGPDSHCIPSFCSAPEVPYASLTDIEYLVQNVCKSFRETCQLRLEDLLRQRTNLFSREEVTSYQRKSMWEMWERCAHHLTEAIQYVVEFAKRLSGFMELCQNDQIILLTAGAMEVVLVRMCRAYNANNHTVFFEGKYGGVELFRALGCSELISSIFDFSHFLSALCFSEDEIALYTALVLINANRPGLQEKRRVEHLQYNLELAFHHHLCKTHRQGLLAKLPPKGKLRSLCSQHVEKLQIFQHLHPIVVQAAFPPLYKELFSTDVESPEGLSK
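Schneider cells (Drosophila), stable Gal4 DBD–ROR gamma + UAS-luc; 1 hr cmpd preincubation; Cu2+ induction 700 uM final; 20 hr ambient; luminescence.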
Mito fusion act – mitochondrial division inhibition or fusion activation; S. cerevisiae fusion-defective mutant growth rescue, CellTiterGlo 48 h; Potency, µM (highest dose often 46.1 µM), inactives show top-dose growth rescue (activation), usual class: activators; actives 0.23% (n = 320,000); AID 485298;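 note: potency is the fitted concentration of half-maximal effect; % of control where 0% means no effect; nearly all actives have a fitted effect of over 45% in size; temperature-sensitive fusion mutants such as fzo1-1 at 37 °C on non-fermentable ethanol glycerol medium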
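S. cerevisiae fusion-defective temperature-sensitive mutants (e.g. fzo1-1, mgm1-5) grown 48 h at 37C in YPEG (ethanol/glycerol non-fermentable) medium with 23 nl compound per well; growth rescue read as CellTiterGlo luminescence.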
* = called active by the depositor; ? = inconclusive; . = not tested or not shown; & = joins results of further samples; [ ] = remark or other dose. Unless noted, calls come from the whole dose curve; as a rule, active = well fitted curve in the direction sought with a large enough effect; inconclusive = small, poorly fitted or top-dose-only effect, or another doubt; inactive = no such curve, though single readings can be large; an effect the other way counts as inactive or inconclusive.

SMILES	KCNH2 3.1 block	PKM2 activator	MBNL1-CUG inh	Rab9 promoter act	FLuc modulator	ELG1 DNA repair	NPC1 prom act	Gal4-VP16 FLuc	Menin-MLL TR inh	RORgamma inh	Mito fusion act
Cc1cc(C)nc(SCc2ccc(C(=O)NN=C3C4CC5CC(C4)CC3C5)cc2)n1	9	8%	.	0%	-4%	0%	1%	3%	-1%	-13%	?
O=C(COc1cccnc1[N+](=O)[O-])N1CCN(C(=O)c2ccco2)CC1	-5	3%	25%	5%	-1%	-5%	-2%	7%	-10%	-6%	?
Cc1ccccc1NC(=O)/C=C/c1ccc([N+](=O)[O-])s1	2	-7%	?	-51%[inhibitor]	3%	?	-31%[inhibitor]	3.2µM*	3%	4.5µM*	20%
O=C1CC(C(=O)Nc2ccc(F)cc2)S/C(=N\N=C\c2ccco2)N1 (centres undefined)	5	-15%	-21%	-1%	7%	22%	7%	?	-28%	?	10%
COC(=O)CC1(C(=O)OC)Oc2ccc(Br)cc2C(=O)N1c1ccc(Br)cc1Cl (centres undefined)	1	7%	-1%	-14%	-1%	23µM*	1%	?	.	?	-13%
CCOC(=O)CN1CC23C=CC(O2)C(C(=O)NC2CCCC2)C3C1=O (centres undefined)	-6	-17%	-5%	-1%	0%	10%	4%	2%	-8%	-4%	14%
CCOC(=O)c1[nH]cnc1C(=O)NCc1ccccc1	6	0%	.	-2%	2%	-1%	-2%	-5%	.	-17%	3%
CCOc1cc(-c2noc(N)c2C(=O)OC)cc(OCC)c1OCC	2	0%	-2%	4%	-1%	?	-5%	?	-7%	-44%	3%
CCN1CCN(C(=O)C2CCN(C(=O)Nc3ccccc3)CC2)CC1	3	.	.	-5%	2%	12%	-1%	.	.	.	-1%
CCCc1nc2cc(Cl)c([N+](=O)[O-])cc2o1	2	14%	?	8%	-2%	15%	0%	-18%	22%	-4%	-1%
NC(=O)c1c[nH]c2ccccc12	2	-5%	-4%	-3%	-10%	10%	-2%	8%	9%	9%	8%
O=C(O)COc1ccccc1/C=N/NC(=O)CSc1nnc(SCc2ccccc2)s1	-1	0%	4%	-7%	?	-2%	0%	-7%	.	5%	-4%
O=C(CSc1nccn1-c1cccc(Cl)c1)NO	4	-4%	-4%	-7%	3%	7%	-1%	-5%	-5%	-32%	10%
O=C(N/N=C/c1c(O)ccc2ccccc12)c1ccc(Br)o1	16	8%	0%	-39%[inhibitor]	?	?	-37%[inhibitor]	2.8µM*	?	3.2µM*	-1%
Cc1nn(C(=O)c2cccc([N+](=O)[O-])c2)c(C)c1Sc1ccccc1	13	5%	?	-2%	0%	4%	5%	-6%	2%	-20%	-6%
CCSc1nnc(CNc2ccc(C)cc2)n1C	4	-3%	-9%	-2%	-1%	16%	-2%	-14%	0%	5%	-5%
CCC/C(=N\NC(=O)c1csc(C)c1C)c1cccs1	-9	-11%	-4%	3.2µM*	4.8µM*	?	?	-13%	-20%	?	1%
O=C(Nc1cccc(C(=O)NC2CCCC2)c1)c1ccccc1	3	1%	-7%	4%	-4%	-2%	-5%	0%	-7%	-17%	0%
CC(NC(=O)COC(=O)c1ccc2c(c1)OCO2)c1ccccc1 (centres undefined)	4	-8%	-2%	-3%	-5%	2%	-1%	-10%	-11%	40%	4%
Cc1cc(C)n2nc(SCC(=O)c3c(N)n(CC(C)C)c(=O)n(C)c3=O)nc2n1	8	3%	-5%	5%	-2%	?	-6%	-13%	-20%	-11%	7%
Cc1cnc(C(=O)OCC(=O)c2ccc(F)cc2)cn1	25	3%	1%	0%	-16%	-6%	-1%	-3%	.	-6%	-1%
CC(C)(C)CC(=O)N1CCN(c2ccc(S(=O)(=O)N3CCOCC3)cc2[N+](=O)[O-])CC1	1	.	.	-4%	2%	?	-6%	.	.	.	1%
CN(C)C(CNC(=O)CCCN1C(=O)c2cccc3cccc(c23)C1=O)c1ccccc1 (centres undefined)	-7	3%	?	-1%	0%	-9%	1%	11%	?	-12%	-1%
CCN(CC)S(=O)(=O)c1ccc(Cl)c(C(=O)N2CCc3ccccc32)c1	14	3%	2%	-8%	-1%	?	-7%	12%	-10%	22%	4%
N#CC1=C(N)Oc2cc(N)ccc2C1c1cc(Br)cs1 (centres undefined)	11	1%	45%[activator]	-1%	1%	-24%	-26%	3%	32%[activator]	16%	13%

Following part:
SMILES	KCNH2 3.1 block	PKM2 activator	MBNL1-CUG inh	Rab9 promoter act	FLuc modulator	ELG1 DNA repair	NPC1 prom act	Gal4-VP16 FLuc	Menin-MLL TR inh	RORgamma inh	Mito fusion act
CCN(CC)C(=O)CSc1nc2ccc(NC(=O)CSc3nnc(COc4ccccc4C)n3C)cc2s1	1	1%	-21%	-1%	?	8.2µM*	-4%	4%	14%	-14%	0%
COc1cccc(C(=O)N2CCN(C(=O)c3cccs3)CC2)c1OC	5	-17%	9%	14%	-1%	-11%	7%	-17%	-1%	-2%	-10%
Cc1nc2ccc(NC(=O)N3CCOCC3)cc2nc1C	-7	0%	6%	1%	6%	?	-5%	2%	9%	0%	-2%
Cc1cc(C=O)c(C)n1-c1ccc(N2CCOCC2)cc1	-1	7%	-2%	0%	6%	-8%	-4%	-13%	32%[activator]	12%	2%
COC(=O)c1cc(S(=O)(=O)NCC2CCN(Cc3cccc(F)c3)CC2)c[nH]1	4	.	-9%	1%	3%&-1%	?	2%	-9%	.	-21%	5%
CN(C(=O)COC(=O)CNC(=O)c1ccc2ccccc2c1)c1c(N)n(Cc2ccccc2)c(=O)[nH]c1=O	-2	0%	?	7%	?	12%	1%	11%	2%	-12%	2%
COc1ccccc1CNC(=O)C1CCN(Cc2nc(-c3cccc(Cl)c3)oc2C)CC1	-49	-11%	4%	-5%	?	?	-1%	-8%	23%	-4%	-3%
COC(=O)c1ccc(CNC(=O)c2ccc3c(c2)S(=O)(=O)N=C2CCCCCN23)cc1	21	.	.	0%	?	-25%	-1%	.	.	.	3%
O=C1c2ccccc2C(=O)N1c1cccnc1	0	0%	?	.	2%	.	.	-17%	-8%	-13%	-1%
CCc1nc(N2CCN(Cc3ccc4c(c3)OCO4)CC2)c2oc3ccccc3c2n1	-25	-5%	9%	0%	-12%	17%	-8%	-29%	-22%	13µM*	1%
CCOC(=O)c1sc(NC(=O)Nc2ccc(Cl)cc2)nc1C	-3	-11%	-1%	?	2.7µM*	?	4µM*	-4%	.	33%	?
CCOc1ccccc1NC(=O)CCS(=O)(=O)c1ccc(OC)cc1	10	0%	-7%	7%	4%&7%	-14%	0%	2%	-8%	2%	19%
Cn1c(SCC(=O)Nc2ccc3[nH]c(=O)[nH]c3c2)nnc1-c1ccccc1	8	0%	0%	-3%	2%	16%	-2%	-5%	.	-3%	-1%
Cc1ccc(CN2CCNC(=O)C2CC(=O)O)cc1 (centres undefined)	-9	1%	?	-10%	-18%	4%	-1%	1%	21%	9%	-4%
O=C(CCCN1C(=O)c2cccc3cccc(c23)C1=O)NCc1cccs1	-3	-8%	8%	-2%	-1%	9%	-7%	5%	?	6%	17%
CC(=O)N(C)c1ccc(NC(=O)Nc2cccc3ccccc23)cc1	8	-4%	?	?	8.5µM*	?	?	-1%	.	-23%	-3%
Cc1cccc(NS(=O)(=O)c2coc(C(N)=O)c2)c1C	-1	4%	3%	0%	4%	5%	-1%	1%	2%	-15%	1%
CC(=O)c1ccc(OCCCOc2cccc3cccnc23)cc1	-1	-14%	12%	-2%	-12%	13%	-9%	27%	-10%	?	-3%
C=CCSc1nsc(NC(=O)Nc2cccc(C(C)=O)c2)n1	18	1%	-12%	3%	15µM*	7.3µM*	24%	?	?	3%	4%
Nc1ccc2nc(CCCCCCCCc3nc4ccc(N)cc4[nH]3)[nH]c2c1	28	?	-5%	13%	-6%	13%	-2%	-3%	0%	-3%	8%
O=C(C[n+]1ccccc1)Nc1ccccc1C(F)(F)F	13	0%	0%	1%	1%	-5%	-5%	-5%	1%	-22%	0%
Cn1cnc([N+](=O)[O-])c1Sc1n[nH]c(N)n1	10	-5%	13%	-13%	0%	13%	-1%	-7%	1%	-21%	-2%
COCCNc1ncnc2nc[nH]c12	9	-2%	3%	0%	2%	-17%	-3%	3%	-11%	-12%	-1%

Screening results deposited in PubChem BioAssay by National Center for Advancing Translational Sciences (NCATS).

Not all compounds are listed; rates above refer to the full screens.
